Spn DPM-DC inh: S. pneumoniae DPM-DC inhibition; purified DPM-DC, PK/LDH coupled NADH fluorescence; calls only at 10 µM; 0.49% of 65,000 active; AID 556;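 active means the 320 compounds with the highest percent inhibition in the single-dose primary screen, excluding strongly autofluorescent ones, cut at about 32% in these data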;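 further: kinetic rate of NADH fluorescence loss reporting ADP formed by the decarboxylase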
KRASV12 cytotoxicity: cytotoxicity in KRAS-transformed pancreatic duct cells, primary screen, cell-based, fluorescence, HTS (AID 431) | HPDE-C7K KRASV12 cells, Alamar Blue viability, 48 h; higher % means a stronger effect | one-dose cytotoxicity, % at 10 µM; EC50 in µM for titrated hits | 1.7% of 63,000 active;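 active means compounds whose percent cytotoxicity in the single-dose primary screen, scaled between solvent and toxic-drug controls, exceeds 50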;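 further: 0% = DMSO solvent wells and 100% = doxorubicin-treated wells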
TNAP inhibition: inhibition of tissue-nonspecific alkaline phosphatase – biochemical, luminescent (AID 518) | 0.09% of 64,000 active | purified TNAP enzyme, luminescent substrate readout; higher % means a stronger effect | inhibition, % at 20 µM, or IC50 in µM where a hit was titrated; in the data active means a potency from the dose series; inactive means the rest, 99 in 100 with inhibition below about 22%;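 further: plate controls were vehicle for no effect and reference inhibitor for full effect; many of its hits are not listed in these tables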
PMK inhibit: S. pneumoniae PMK inhibition | purified PMK, PK/LDH-coupled NADH absorbance 340 nm | inhibition, % at 10 µM | 0.49% of 65,000 active;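 active means top-ranked compounds by inhibition in the single 10 µM screen, taking a fixed number of the strongest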;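 further: 0% = full reaction with DMSO carrier and 100% = background rate without enzyme reaction; no value below 0 was filed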
HPDE-C7 viability: HPDE-C7 pancreatic duct cell viability loss – fluorescence, HTS (AID 430); HPDE-C7 pancreatic duct cells viability, fluorescence; higher % means a stronger effect; cytotoxicity, % at 10 µM, or EC50 in µM where a hit was titrated; 1.8% of 63,000 active;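 further: cells exposed to compound for 48 hours before viability readout; 0% = vehicle and 100% = reference cytotoxic drug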
LYP inhibition: LYP phosphatase inhibitors, primary screen, biochemical, DiFMUP fluorescence, recombinant catalytic domain, 10 µM (AID 606). recombinant LYP catalytic domain, DiFMUP fluorescence; higher % means a stronger effect. inhibition, % at 10 µM, or IC50 in µM where a hit was titrated. 52,000 tested, under 10 active;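 active means IC50 under 40 µM in the dose-response test; inactive means IC50 of 40 µM or more, or never dose-tested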
HT1080 viability: HT1080 cell viability loss – fluorescence readout (AID 620); one-dose cytotoxicity, % at 10 µM; EC50 in µM for titrated hits; HT1080 viability, fluorescence; higher % means a stronger effect; 0.42% of 87,000 active;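 further: cells exposed to compound overnight then 4 h with Alamar Blue; 0% = vehicle DMSO and 100% = killing control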
MK inhibit: S. pneumoniae mevalonate kinase inhibition; inhibition, % at 10 µM; purified MK, PK/LDH-coupled NADH absorbance 340 nm; AID 555; 0.48% of 65,000 active;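 active means ranked among the strongest by inhibition in the single 10 µM screen, a fixed top-ranked set picked for dose follow-up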; further: no value below 0 was filed
Bfl-1 displacement: displacement of Bid BH3 peptide from Bfl-1 – biochemical, fluorescence polarization, FITC-Bid, mouse, primary screen (AID 432). FITC-Bid BH3 peptide fluorescence polarization displacement; higher % means a stronger effect. 0.02% of 64,000 active. displacement, % at 20 µM; hits with a dose series show IC50 in µM; in the data active means a potency from the dose series; inactive means the rest, 99 in 100 with displacement below about 15%; further: strong numbers were not always called active
PMK inhibit pilot replicates: second read-out of PMK inhibit, no call of its own (marks repeat the call); inhibition, %; measured here: pilot screen replicates
MK inhibit pilot replicates: also measured in MK inhibit; calls as there; inhibition, %; measured here: pilot screen replicates
Spn DPM-DC inh pilot screen %: further read-out of Spn DPM-DC inh, marked with its call; inhibition, %; measured here: pilot screen trials
* hit, by the source's call; i = inactive; x = not tested or not shown. Unless noted, no stated cut-off is given here; in the data, active means cytotoxicity above about 50%; inactive means the rest.

SMILES	Spn DPM-DC inh	KRASV12 cytotoxicity	TNAP inhibition	PMK inhibit	HPDE-C7 viability	LYP inhibition	HT1080 viability	MK inhibit	Bfl-1 displacement	others
O=c1oc2ccccc2c2c1ncn2-c1ccccc1	i	-19%	10%	0	-17%	6%	-1%	3	-9%	PMK inhibit pilot replicates=0.0;MK inhibit pilot replicates=0.0;Spn DPM-DC inh pilot screen %=0.0
CS(=O)(=O)Nc1ccc(-c2n[nH]c(=S)n2-c2ccccc2)cc1	i	-8%	4%	8	-20%	7%	2%	9	-2%
CC(C)N(CCNC(=O)C1CCN(S(=O)(=O)N2CCOCC2)CC1)Cc1ccccc1	i	7%	5%	13	13%	x	-4%	0	-5%
COC(=O)c1ccccc1NC(=O)C1CC(c2ccc(F)cc2)=NO1 (stereo not drawn)	i	-4%	6%	2	-16%	1%	12%	0	2%
COc1ccccc1C(=O)Nc1ccccc1C(=O)N1CCCC1	i	-2%	12%	0	-19%	3%	6%	4	1%	PMK inhibit pilot replicates=1.0;MK inhibit pilot replicates=0.0;Spn DPM-DC inh pilot screen %=10
CCCCCn1c(SCCN2CCOCC2)nc2c1c(=O)[nH]c(=O)n2C	i	-7%	9%	11	6%	x	-10%	12	-10%
CC(C)OC(=O)CCc1nc2ccccc2[nH]c1=O	i	2%	8%	6	4%	x	10%	2	-2%
Cc1onc(-c2ccccc2Cl)c1C(=O)OCN1C(=O)c2ccccc2C1=O	i	-8%	7%	15	-11%	13%	-3%	4	-6%
Cc1c(C(=O)NCc2cccs2)oc2ccccc12	i	7%	18%	0	-5%	-4%	5%	7	-3%
CCOc1ccccc1COC(=O)c1cccc(-n2cnnn2)c1	i	-9%	7%	18	-12%	17%	3%	0	-5%
O=C(COc1ccccc1)NCC(c1cccs1)N1CCOCC1 (stereo not drawn)	i	5%	6%	19	-3%	1%	-8%	4	9%	PMK inhibit pilot replicates=0.0;MK inhibit pilot replicates=1.0;Spn DPM-DC inh pilot screen %=0.0
CC(C)(C)n1nc2c(c1NC(=O)Cc1ccc(F)cc1)CSC2	i	9%	13%	5	5%	-8%	x	1	-7%
O=C(CCCCCn1c(=O)[nH]c2ccsc2c1=O)NCc1cccs1	i	-11%	13%	0	-18%	2%	6%	16	3%
Fc1cccc2sc(Nc3nnc(-c4ccco4)o3)nc12	i	29%	8%	14	54%*	x	-2%	6	2%	PMK inhibit pilot replicates=3.5;MK inhibit pilot replicates=0.0;Spn DPM-DC inh pilot screen %=14
NC(=O)c1nsc(C(=O)N(CCc2ccccc2)C(C(=O)NC2CCCC2)c2ccco2)c1N (stereo not drawn)	i	-2%	1%	9	-9%	x	x	9	-2%
Cc1ccc(C(C)NC(=O)c2ccco2)cc1C (stereo not drawn)	i	-2%	18%	0	-1%	-7%	-5%	4	-7%
COc1cccc(C2C(C(N)=O)=C(C)Nc3nc(-c4cccc(Cl)c4)nn32)c1 (stereo not drawn)	i	6%	25%	0	4%	x	10%	0	2%
COCCCn1c(C2CCCCC2)nc2oc3cc(OC)ccc3c(=O)c2c1=O	i	1%	14%	11	12%	x	11%	15	2%
CC1COC(c2cccn2Cc2ccccc2Cl)=N1 (stereo not drawn)	i	-15%	4%	16	-31%	3%	-10%	4	-16%
CC1(C)CC(=O)C=C(NCc2ccco2)C1	i	-11%	6%	0	-15%	11%	-2%	4	-5%
Cc1ccc2c(c1)N(CCC(=O)NCc1ccccn1)C(=O)CO2	i	3%	2%	14	4%	7%	2%	1	-1%
N#Cc1c2c(c(NCCCN3CCOCC3)n3c1nc1ccccc13)CCC2	i	-2%	-4%	17	-3%	8%	-5%	7	-5%
COc1ccccc1S(=O)(=O)Cc1ccc(C(=O)NC2CCCCC2)o1	i	-5%	0%	11	-13%	9%	0%	0	2%
Cc1ccc(C)n1C(Cc1ccccc1)C(=O)O (stereo not drawn)	i	-4%	19%	7	-18%	-12%	x	1	30%
Cc1ccc(-c2cc(C(=O)NCc3ccccn3)no2)cc1	i	-7%	9%	0	-9%	6%	-4%	0	-8%
CC(=O)NC(Cc1ccccc1)C(=O)N1CCN(C(=O)c2ccco2)CC1 (stereo not drawn)	i	-5%	10%	8	-11%	0%	0%	12	7%
CC1=C(C(=O)Nc2ccccc2)C(c2ccc(N(C)C)cc2)NC(=O)N1 (stereo not drawn)	i	-6%	21%	0	-14%	x	3%	12	-3%
CN(C)c1ccc(/C=[N+](\[O-])C2SC(=S)N(C)C2(C)C)cc1 (stereo not drawn)	i	-17%	5%	12	-26%	9%	10%	7	-11%

Part of the list above in order of SMILES length, smallest number first:
SMILES	Spn DPM-DC inh	KRASV12 cytotoxicity	TNAP inhibition	PMK inhibit	HPDE-C7 viability	LYP inhibition	HT1080 viability	MK inhibit	Bfl-1 displacement	others
CC1(C)CC(=O)C=C(NCc2ccco2)C1	i	-11%	6%	0	-15%	11%	-2%	4	-5%
Cc1ccc(C)n1C(Cc1ccccc1)C(=O)O (stereo not drawn)	i	-4%	19%	7	-18%	-12%	x	1	30%
O=c1oc2ccccc2c2c1ncn2-c1ccccc1	i	-19%	10%	0	-17%	6%	-1%	3	-9%	PMK inhibit pilot replicates=0.0;MK inhibit pilot replicates=0.0;Spn DPM-DC inh pilot screen %=0.0
Fc1cccc2sc(Nc3nnc(-c4ccco4)o3)nc12	i	29%	8%	14	54%*	x	-2%	6	2%	PMK inhibit pilot replicates=3.5;MK inhibit pilot replicates=0.0;Spn DPM-DC inh pilot screen %=14
COc1ccccc1C(=O)Nc1ccccc1C(=O)N1CCCC1	i	-2%	12%	0	-19%	3%	6%	4	1%	PMK inhibit pilot replicates=1.0;MK inhibit pilot replicates=0.0;Spn DPM-DC inh pilot screen %=10
CC(C)(C)n1nc2c(c1NC(=O)Cc1ccc(F)cc1)CSC2	i	9%	13%	5	5%	-8%	x	1	-7%
O=C(CCCCCn1c(=O)[nH]c2ccsc2c1=O)NCc1cccs1	i	-11%	13%	0	-18%	2%	6%	16	3%
COC(=O)c1ccccc1NC(=O)C1CC(c2ccc(F)cc2)=NO1 (stereo not drawn)	i	-4%	6%	2	-16%	1%	12%	0	2%
CCCCCn1c(SCCN2CCOCC2)nc2c1c(=O)[nH]c(=O)n2C	i	-7%	9%	11	6%	x	-10%	12	-10%
CS(=O)(=O)Nc1ccc(-c2n[nH]c(=S)n2-c2ccccc2)cc1	i	-8%	4%	8	-20%	7%	2%	9	-2%
Cc1onc(-c2ccccc2Cl)c1C(=O)OCN1C(=O)c2ccccc2C1=O	i	-8%	7%	15	-11%	13%	-3%	4	-6%
CC(C)N(CCNC(=O)C1CCN(S(=O)(=O)N2CCOCC2)CC1)Cc1ccccc1	i	7%	5%	13	13%	x	-4%	0	-5%
NC(=O)c1nsc(C(=O)N(CCc2ccccc2)C(C(=O)NC2CCCC2)c2ccco2)c1N (stereo not drawn)	i	-2%	1%	9	-9%	x	x	9	-2%
